Screening data deposited in PubChem by several laboratories.
NTR1 agonist – NTR1-driven beta-arrestin-GFP spot formation – imaging, U2OS cells, high content, primary screen (AID 493036). P30989. hit rate 0.17% among 330,000. activation, % at 20 µM. agonist mode;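 active means activation at or above 40% of the spot to cytoplasm intensity ratio, with at least 20 cells analyzed; inconclusive means wells under 20 cells, flagged as cytotoxic or low count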;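 further: 0% = DMSO without peptide and 100% = 100 nM NTR1 peptide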
Target sequence (P30989 whole entry, looked up): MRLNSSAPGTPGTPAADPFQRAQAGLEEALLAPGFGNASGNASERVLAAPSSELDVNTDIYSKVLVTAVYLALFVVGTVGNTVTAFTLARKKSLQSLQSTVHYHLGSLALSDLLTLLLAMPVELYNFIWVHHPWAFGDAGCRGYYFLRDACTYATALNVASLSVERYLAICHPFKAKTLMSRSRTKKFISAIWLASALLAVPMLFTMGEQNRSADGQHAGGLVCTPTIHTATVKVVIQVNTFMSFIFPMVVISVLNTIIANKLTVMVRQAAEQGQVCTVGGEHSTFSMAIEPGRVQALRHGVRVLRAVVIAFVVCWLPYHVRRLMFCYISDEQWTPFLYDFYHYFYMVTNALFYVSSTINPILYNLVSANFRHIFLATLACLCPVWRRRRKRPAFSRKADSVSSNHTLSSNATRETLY
T cell HTS – modulates CD8 T cell binding to vesicles. 2C CD8+ T cell-vesicle binding, flow cytometry; stronger effect = lower value. calls only at 7 µM. hit rate 0.068% among 330,000. AID 2052;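 active means response, share of CD8 T cells binding vesicles, and their 90th percentile fluorescence all below set limits, cut at about 80% in these data, passing the limit was not always enough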
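incubation = binding step 1.5 h, 37 °C, antibody labelling 20 min, ice | test system = 2C mouse CD8+ T cells | read-out basis = percent CD8+ FL2 mean versus row control | controls = Peptide-free naked vesicles (low) and QL9 vesicles with 0.7% DMSO vehicle (high) | detection = flow cytometry of vesicle-bound cells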
KOR beta-arrestin-1 – KOR antagonists, beta-arrestin recruitment, cell-based, luminescence, uHTS (AID 1778); KOR beta-arrestin recruitment, luminescence, antagonist mode; higher % means a stronger effect; hit rate 0.091% among 290,000; one-dose inhibition, % at 10 µM; IC50 in µM for titrated hits; further: strong numbers were not always called active
NOD1 inhibition – NOD1 signaling inhibitors, primary screen, cell-based, luminescence, uHTS (AID 1578) | hit rate 1% among 290,000 | inhibition, % at 4 µM; hits with a dose series show EC50 in µM | NOD1-driven NF-kB luciferase reporter cells, luminescence; higher % means a stronger effect; in the data active means inhibition mostly above about 36%, no sharp cut-off; inactive means mostly below about 34%;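 further: HEK-293T reporter cells stimulated with the NOD1 agonist gamma-tri-DAP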
HEK293 NOD2/NF-kB – inhibition of NOD2-driven NF-kB reporter – cell-based, luminescence, uHTS, HEK293 (AID 1566); inhibition, % at 4 µM, or EC50 in µM where a hit was titrated; HEK293 NOD2/NF-kB luciferase reporter, luminescence; higher % means a stronger effect; hit rate 0.63% among 290,000; further: many of its hits are not listed in these tables
GPR55 activation – selective activators of receptor GPR55 – imaging, U2OS cells, beta-arrestin-GFP redistribution, primary screen (AID 1961) | U2OS GPR55 beta-arrestin-GFP redistribution imaging; higher % means a stronger effect | one-dose activation, % at 10 µM; EC50 in µM for titrated hits | hit rate 0.048% among 290,000;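 active means activation above 40% with more than 50 cells counted in the well; inconclusive means wells holding fewer than 50 cells, flagged as toxic or sparse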;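 further: U2OS osteosarcoma cells stably expressing GPR55 and beta-arrestin-GFP; plate controls were DMSO negative control for no effect and LPI positive control for full effect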
Myeloid diff 2 – promotes myeloid progenitor differentiation | AID 624256 | ER-HoxA9 myeloid progenitors, lysozyme-GFP differentiation, flow cytometry | calls only at 10 µM | hit rate 1% among 360,000;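 active means normalized GFP-positive differentiation at or above the plate's own cutoff, the solvent-only control mean plus 3 SD; inconclusive means no clear call, values can overlap the other calls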;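 further: cells exposed to compound for four days before flow analysis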
GPR55 LPI antagonism – inhibition of LPI-stimulated GPR55 beta-arrestin translocation – imaging, U2OS, beta-arrestin-GFP, LPI agonist, primary screen (AID 2013) | U2OS GPR55 beta-arrestin-GFP translocation imaging, LPI antagonism; higher % means a stronger effect | one-dose inhibition, % at 10 µM; IC50 in µM for titrated hits | hit rate 0.13% among 290,000;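 active means spots per cell inhibited over 60%, with over 100 cells counted and total cytoplasm intensity under 500,000; inconclusive means wells with under 100 cells, flagged as likely toxic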;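 further: U2OS cells stably carrying GPR55 and arrestin-GFP stimulated by 5 µM LPI near EC80; imaged beta-arrestin-GFP aggregate spots per cell after agonist stimulation; plate controls were LPI-stimulated DMSO wells for no effect and DMSO wells without LPI for full effect; some results filed as inactive read as strong as hits; confirmed hits need IC50 under 10 µM and bright autofluorescent wells are also inconclusive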
KOR beta-arrestin-2 – KOR agonists, beta-arrestin recruitment, primary screen, cell-based, luminescence, uHTS (AID 1777) | KOR beta-arrestin recruitment, luminescence; higher % means a stronger effect | activation, % at 10 µM, or EC50 in µM where a hit was titrated | hit rate 0.02% among 280,000; in the data active means activation above about 50%, passing the limit was not always enough; further: a part of the inactive calls stands beside numbers as strong as those of hits
T cell HTS vesicle-bound % – further read-out of T cell HTS, marked with its call; double positive events, %; measured here: CD8+ vesicle-bound cell fraction;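 binding gate set so that unloaded-vesicle control wells show 10% double positive cells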
NTR1 agonist cell count 20 µM – recorded beside NTR1 agonist, whose call it bears; cell count; measured here: cell count, cytotoxicity flag
Myeloid diff 2 GFP+ MAC1+ % – also measured in Myeloid diff 2; calls as there; GFP+ MAC1+ double positive, %; measured here: differentiation confirmed by MAC1 staining
Numbers without * were called inactive; i = inactive; ? = inconclusive; · = not tested or not shown; [ ] = remark or other dose. Unless noted, no stated cut-off is given here; in the data, active means inhibition above about 50%; inactive means the rest. Only part of the results is shown; rates above refer to the full screens.

no.	structure	NTR1 agonist cell count 20 µM	GPR55 activation	GPR55 LPI antagonism	T cell HTS vesicle-bound %	KOR beta-arrestin-2	NOD1 inhibition	NTR1 agonist	KOR beta-arrestin-1	HEK293 NOD2/NF-kB	T cell HTS	Myeloid diff 2	Myeloid diff 2 GFP+ MAC1+ %
1	CC1(C)CC2CC(C)(CN2S(=O)(=O)c2ccc(C(=O)Nc3cccc(S(=O)(=O)N4CCOCC4)c3)cc2)C1 (stereo unspecified)	55	-0.4%	9%	53	2.7%	69%	0.2	-9%	42%	i	i	0.9
2	CCOC(=O)C1(CC2CCCCO2)CCN(Cc2nc3ccccc3nc2C)CC1 (stereo unspecified)	26	-0.1%	9%	39	·	-8%	-0.5	-31%[20 µM]	9%	i	i	0.3
3	COc1ccc2cc(OCC(=O)NNC(=O)Nc3ccc(F)cc3)ccc2c1	67	0.0%	-18%	23	11%	-22%	-0.5	-4%	1%	i	·	·
4	Cc1noc(C(=O)Nc2ccc(F)c(Cl)c2)c1Cl	87	0.0%	12%	65	-5.7%	0%	-0.2	-5%	-8%	i	i	0.2
5	O=C(COc1ccccc1)N=C1SC2CS(=O)(=O)CC2N1c1ccc(F)cc1F (stereo unspecified)	62	-0.1%	-2%	23	3.2%	-10%	0.7	-34%	5%	i	i	1.0
6	COc1ccc(/C=N/N=C2/NC(=O)C(CC(=O)NC(C)C)S2)cc1 (stereo unspecified)	56	-0.1%	0%	34	-3.8%	-19%	-1.3	23%	1%	i	i	0.2
7	O=C(/C=C/c1ccc(O)c(O)c1)c1ccc(S(=O)(=O)N2CCCCCC2)cc1	31	1.7%	46%	45	1.9%	-25%	23	1%	8%	i	i	2.2
8	O=C(c1nn(-c2ccccc2)c(=O)c2ccccc12)N1CCN(c2ncccn2)CC1	62	-0.1%	8%	56	-5.5%	-44%	2.8	-17%	-25%	i	i	0.2
9	COCCN(CCOC)Cc1c(C)[nH]c2ccccc2c1=O	84	-0.1%	-3%	11	-3.8%	-7%	2.4	-2%	5%	i	i	0.0
10	COc1cc(NC(=O)c2cccs2)c(OC)cc1NC(=O)Nc1ccc(F)cc1	66	-0.1%	6%	58	6.7%	19%	2.0	-43%[20 µM]	17%	i	i	0.4
11	CCCN(CCC)CC(=O)NCC1(c2ccccc2)CCOCC1	81	0.2%	-3%	31	1.6%	-11%	-0.4	-6%	19%	i	i	0.6
12	CCCc1nnc(NC(=O)CCC(=O)N2CCCCCC2)s1	62	0.0%	-3%	38	-0.9%	-7%	1.0	-26%	5%	i	i	0.4
13	CCOC(=O)N1CCN(C(=O)c2ccccc2NC(=O)c2ccccc2Cl)CC1	74	-0.1%	8%	66	-2.9%	-10%	1.5	0%	16%	i	i	0.8
14	CN(CC(=O)Nc1ccccc1Br)C(=O)CCC1CCCC1	56	0.0%	2%	64	7.7%	-40%	-0.1	0%	0%	i	i	1.3
15	COc1ccc(CCNC(=O)C2CCN(S(=O)(=O)c3cnc[nH]3)CC2)cc1OC	89	-0.1%	-6%	49	-0.8%	-15%	0.1	5%	0%	i	i	0.6
16	CC(C)CNC(=O)NC(=O)COC(=O)c1cccc(NS(=O)(=O)c2ccc(F)c(F)c2)c1	48	0.1%	6%	44	20%	-31%	2.7	-61%	18%	i	?	·
17	COc1cc(C(=O)O)nc2ccccc12	49	-0.1%	10%	34	8.3%	-2%	-0.3	-18%	10%	i	i	1.0
18	COc1ccc(C(C(=O)NC(C)(C)C)N(C(=O)Cn2nnc3ccccc32)c2cccc(C(C)=O)c2)cc1O (stereo unspecified)	47	0.7%	6%	36	1.6%	-2%	-0.7	15%	-3%	i	i	1.1
19	COc1ccc(S(=O)(=O)N2CCCC(C(=O)NCc3ccccn3)C2)cc1Cl (stereo unspecified)	52	-0.2%	4%	38	-3.3%	-6%	-0.7	-4%	13%	i	i	5.6
20	CC(Cc1c[nH]c2ccccc12)NC(N)=O (stereo unspecified)	62	0.5%	4%	27	1.1%	-37%	1.7	-16%	-2%	i	i	0.9
21	COc1ccc(OC)c(NC(=O)CN(c2ccc(C)cc2)S(=O)(=O)c2c(C)n[nH]c2C)c1	78	0.1%	-2%	16	-1.7%	-17%	0.0	-24%	2%	i	i	1.7
22	Cc1cc(C)nc(SCC(=O)c2ccc(F)cc2F)n1	77	-0.1%	10%	14	-1.5%	-26%	-0.7	5%[20 µM]	7%	i	i	0.2
23	Cc1cccc(N(CC(=O)NC2CCCC2)C(=O)c2csnn2)c1C	50	0.2%	4%	41	3.3%	-35%	1.7	2%	-8%	i	i	0.3
24	Cc1ccc(NC(=O)Cc2nc(CSc3nnc(-c4ccc5c(c4)OCO5)o3)cs2)cc1	106	-0.2%	15%	25	6.2%	17%	0.7	25%	-145%	i	i	0.4
25	CCOc1ccc(C(=O)Nc2ccc3c(c2)OCCO3)cc1OC	61	-0.2%	7%	32	-1.4%	·	-0.3	1%	-30%	i	i	5.7
26	Cc1cc(C)cc(NC(=O)CCc2c(C)nn(-c3ccc(N4CCCCC4)nn3)c2C)c1	62	-0.3%	2%	14	-2.5%	-49%	1.5	-31%	-28%	i	i	2.0
27	O=C1CCC([N+](=O)[O-])C(c2ccccc2F)N1 (stereo unspecified)	76	0.0%	13%	46	-4.2%	-6%	-0.2	-9%	-4%	i	i	0.6
28	COc1ccc(CCNC(=O)CCCOc2cc(=O)n(C)c3ccccc23)cc1OC	95	-0.3%	12%	47	3.5%	-13%	1.3	-20%	2%	i	i	0.1
29	O=C(N/N=C/c1ccccn1)C1CC1	83	-0.1%	7%	28	1.0%	-15%	0.9	-41%	5%	i	i	2.2
30	Cc1ccn2c(-c3n[nH]c(=S)n3C)c(C)nc2c1	71	-0.2%	-3%	43	0.6%	5%	-0.2	10%	20%	i	i	1.0
31	Cc1ccc(S(=O)(=O)Nc2ccc(N3CCOCC3)cc2)cc1	41	0.0%	-1%	37	2.4%	-2%	1.0	-30%	0%	i	i	8.1
32	CCOc1ccc2nc(SCC(=O)Nc3ncccn3)[nH]c2c1	48	-0.1%	9%	29	-9.2%	7%	2.0	22%	19%	i	i	1.1
33	CCCCC(=O)NC(Nc1ccc(C)cn1)(C(=O)OCC)C(F)(F)F (stereo unspecified)	35	-0.2%	-1%	49	-8.6%	8%	-1.8	-7%	9%	i	i	0.4
34	CCN1CCN(c2nc3ccccn3c(=O)c2C=O)CC1	80	0.2%	8%	23	1.4%	1%	0.1	2%	5%	i	i	0.4
35	COc1ccc(C2OCC3(CO2)SC(N)=NC3=O)cc1 (stereo unspecified)	47	-0.1%	-4%	24	5.8%	-6%	2.4	2%	-12%	i	i	7.4
36	CCCCN1C(=O)/C(=C2/Sc3ccc(Cl)cc3N2CC)SC1=S	·	-0.1%	6%	50	-2.5%	-23%	·	-56%[20 µM]	16%	i	·	·
37	C=CCn1c(CCSCc2ccccc2)n[nH]c1=S	69	1.0%	7%	18	-2.1%	-18%	0.1	-4%	21%	i	i	0.2
38	Cc1cc(S(=O)(=O)N(Cc2ccccc2Cl)c2ccc3c(c2)CCC3)ccc1-n1cnnn1	43	-0.1%	0%	44	-2.0%	-4%	1.6	7%	-21%	i	i	0.1
39	COc1ccc(C=O)cc1OS(=O)(=O)c1ccc(NC(C)=O)cc1	68	0.0%	-2%	57	4.7%	11%	0.9	-37%	0%	i	i	0.1
40	COC(=O)c1ccc(COc2ccc(C#N)cc2)o1	67	-0.2%	4%	59	5.8%	23%	-0.2	-14%	14%	i	i	0.9
41	O=C(Cc1cccc(C(F)(F)F)c1)NCc1cccc(Cl)c1	40	-0.1%	1%	50	-0.6%	6%	3.0	4%	6%	i	i	0.7
42	Fc1ccc(-n2c(-c3cccs3)nc3nc4ccccc4nc32)cc1	65	-0.5%	4%	3	1.1%	-18%	4.9	-3%	19%	i	i	0.7
43	Cc1ccc2[nH]c(=O)c(CN(Cc3cccs3)Cc3nnnn3Cc3ccccc3)cc2c1	40	-0.2%	45%	10	23%	15%	7.4	8%	27%	i	i	4.9
44	O=C(NCc1ccco1)c1c(F)cccc1Cl	35	-0.4%	4%	43	-2.4%	-19%	2.7	·	7%	i	i	0.3
45	O=C(CN1CCN(c2ccccc2F)CC1)NCc1ccccc1	64	-0.1%	-9%	49	0.9%	18%	-0.4	-2%	0%	i	i	1.1
46	O=C(NCc1ccccc1Cl)C1CCN(S(=O)(=O)N2CCCC2)CC1	64	-0.1%	-9%	31	2.1%	-40%	-1.3	-37%	-3%	i	i	0.4
47	Cc1ccccc1-n1cc[nH]c1=S	53	0.9%	0%	52	5.1%	-6%	2.2	0%	7%	i	i	0.1
48	Cc1nc(CNS(=O)(=O)c2ccccc2F)cs1	93	0.3%	5%	43	-0.4%	-26%	1.1	3%	-8%	i	i	0.9
49	CN(CCC#N)C(=O)COC(=O)c1ccccc1C(=O)c1ccc(Cl)c([N+](=O)[O-])c1	·	0.0%	17%	25	-9.7%	55%*	·	34%	28%	i	?	·
50	Fc1ccc(-c2csc3[n+]2CCS3)cc1	67	0.4%	12%	6	-4.8%	-26%	-0.5	-21%	4%	i	i	0.6
51	COc1cc(C(=O)Nc2nc(OC)c(-c3ccccc3)c(OC)n2)cc(OC)c1OC	47	-0.3%	-5%	30	2.8%	9%	2.2	28%	10%	i	i	1.1
52	CCOC(=O)c1c(C)n2c3c(cc(C)cc13)CCC2	83	-0.4%	13%	39	-1.6%	-42%	1.5	3%	7%	i	i	0.4
53	O=C(Nc1ccc(Cl)cc1)OCc1cn(-c2ccccc2)nn1	42	0.2%	4%	36	-2.0%	-22%	-0.2	-13%	-6%	i	i	0.1
54	Cc1ccc(NC(=O)COC(=O)CCc2ccccc2)c(Cl)c1	46	0.3%	2%	27	3.9%	-11%	-0.4	-7%	2%	i	i	0.4
55	COC(=O)c1c(C)oc(C)c1S(=O)(=O)N1CCCC1	71	-0.2%	-6%	41	2.0%	-13%	0.4	24%	-4%	i	i	0.5
